Screening data from PubChem.
DNA Pol III inh – inhibitors of bacterial DNA polymerase III holoenzyme. 71,000 tested, 0.25% active. Potency, µM (titrated, usually from 57.1 µM), for the others: top-dose activity change, negative = inhibition. reconstituted DNA polymerase III holoenzyme replication, biochemical; further: potency means the concentration at half of the fitted maximal effect; on the % scale 0 is the no-effect control and ±100 the full control effect
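Reconstituted *E. coli* holoenzyme (0.35 nM Pol III, 1 nM beta, 154 nM SSB, 2 nM primase) was preincubated with compound for 15 min at RT. Synthesis on 1.4 nM ssM13Gori ran 35 min, then was stopped with PicoGreen/EDTA and read as dsDNA fluorescence.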
15-hLO inh – 15-hLO (ALOX15) enzyme inhibition; purified 15hLO-1, xylenol orange hydroperoxide absorbance; 74,000 tested, 1.4% active; P16050; AID 887; Potency, µM (series often up to 57.1 µM), inactives show at the highest dose activity change, negative = inhibition, actives largely listed as inhibitors; further: potency means the concentration at half of the fitted maximal effect; on the % scale 0 is the no-effect control and ±100 the full control effect; nearly all actives have a fitted effect of over 55% in size
Target sequence (P16050 whole entry, looked up): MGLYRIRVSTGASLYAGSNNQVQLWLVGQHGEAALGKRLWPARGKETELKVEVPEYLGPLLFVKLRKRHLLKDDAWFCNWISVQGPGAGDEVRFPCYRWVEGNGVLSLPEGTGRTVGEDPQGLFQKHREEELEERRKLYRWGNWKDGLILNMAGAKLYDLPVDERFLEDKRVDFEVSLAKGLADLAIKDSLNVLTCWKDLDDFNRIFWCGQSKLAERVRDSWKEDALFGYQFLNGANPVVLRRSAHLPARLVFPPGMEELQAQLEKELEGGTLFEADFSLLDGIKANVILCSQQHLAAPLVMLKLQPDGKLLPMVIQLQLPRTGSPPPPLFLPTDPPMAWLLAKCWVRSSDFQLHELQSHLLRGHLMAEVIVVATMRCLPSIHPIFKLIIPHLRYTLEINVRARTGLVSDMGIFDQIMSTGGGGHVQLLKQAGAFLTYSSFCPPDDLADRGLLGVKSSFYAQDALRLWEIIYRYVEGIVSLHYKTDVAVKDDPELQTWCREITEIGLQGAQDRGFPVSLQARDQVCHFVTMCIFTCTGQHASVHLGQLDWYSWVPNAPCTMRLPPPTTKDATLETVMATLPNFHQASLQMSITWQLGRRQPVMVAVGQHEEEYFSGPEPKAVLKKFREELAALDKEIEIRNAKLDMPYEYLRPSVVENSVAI
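Readout: Fe(III)-xylenol orange absorbance, 573-to-405 nm ratio as reaction progress. Enzyme 40 nM purified human 15hLO-1, substrate 50 uM arachidonic acid, 6 min RT after 15 min compound preincubation; Hepes pH 7.5 buffer with Triton X-100.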
CRE Fsk mod – CRE-bla signaling modulation under forskolin stimulation; CHO CRE-bla reporter (cAMP response element driving beta-lactamase), forskolin EC10, beta-lactamase ratio; Potency, µM (highest dose often 38.2 µM), for the others: at the highest dose activity change, negative = inhibition, hits mostly activators; 71,000 tested, 2.5% active; AID 662; active means well fitted activation curve with a large enough effect in the signal ratio, with a control signal flat, not every such curve was filed as active; inconclusive means small, poorly fitted or top-dose-only effect, or effect the other way, or a change in a side signal; the % refers to the signal ratio; further: potency means the concentration at half of the fitted maximal effect; % of control where 0% means no effect
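Modulation of forskolin-driven signalling is measured in CHO cells carrying a CRE-controlled beta-lactamase reporter. Cells are stimulated with EC10 NKH 477 in the presence of titrated compound for 3 h at 37 °C, then loaded with CCF4 for 2 h at room temperature.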
HADH2 inhib – blocks human hydroxyacyl-CoA dehydrogenase type II; Potency, µM (series often up to 57.1 µM), inactives show at the highest dose activity change, negative = inhibition, hits mostly inhibitors; recombinant HADH2, NADH fluorescence, beta-hydroxybutyryl-CoA; 73,000 tested, 3.4% active; AID 886; further: potency means the concentration at half of the fitted maximal effect; on the % scale 0 is the no-effect control and ±100 the full control effect; nearly all actives have a fitted effect of over 60% in size; many of its hits are not listed in these tables
Target sequence (Q99714 whole entry, looked up, one chain of several): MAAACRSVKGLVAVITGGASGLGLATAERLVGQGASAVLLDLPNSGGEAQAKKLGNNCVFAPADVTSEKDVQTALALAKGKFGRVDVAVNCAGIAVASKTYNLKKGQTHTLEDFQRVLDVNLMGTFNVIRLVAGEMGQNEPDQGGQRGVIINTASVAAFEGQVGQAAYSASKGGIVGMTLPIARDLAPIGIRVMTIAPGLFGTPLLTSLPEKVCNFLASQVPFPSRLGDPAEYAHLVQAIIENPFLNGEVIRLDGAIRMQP
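E. coli-expressed His-tagged HADH2 tested at 20 nM in alkaline Tris buffer (pH 9.0); oxidation of 90 uM beta-hydroxybutyryl-CoA with 1 mM NAD+ tracked fluorimetrically for 4 min.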
HBB splice mod – alters splicing of the hemoglobin beta chain. 65,000 tested, 0.06% active. Potency, µM (doses to about 46.1 µM), inactives show top-dose activation, hits mostly activators. HBB splicing reporter cell assay, activation; EGFP reporter with mutant IVS2-654 intron; response scale: normalised to 500 nM splice-correcting PNA; further: potency means the concentration at half of the fitted maximal effect; 0% is about no effect
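HeLa cells stably expressing EGFP interrupted by mutant beta-globin intron 2 (IVS2-654), 500/well in 2% FCS. Treated with compound for 2 days at 37C. Splicing correction scored as total well GFP intensity (488 nm excitation, 500-520 nm emission); 500 nM antisense PNA served as control.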
Hsp90 Hop PPI – changes Hsp90-Hop TPR2A binding signal, up or down. AlphaScreen TPR2A-His6 binding biotin-Hsp90 C-terminal peptide. Potency, µM (doses to about 57 µM), without a hit: top-dose activity change, negative = inhibition. 71,000 tested, 0.44% active. AID 595; active means well fitted curve in either direction with a large enough effect; inconclusive means small, poorly fitted or top-dose-only effect, or another doubt; further: potency means the concentration at half of the fitted maximal effect; on the % scale 0 is the no-effect control and ±100 the full control effect; many of its hits are not listed in these tables
FLuc inh – firefly luciferase inhibition; P08659; purified firefly luciferase, luminescence, 8 min; Potency, µM (top dose mostly 57.1 µM), for the others: at the highest dose activity change, negative = inhibition, hits mostly inhibitors; 72,000 tested, 2.2% active; AID 411; further: potency means the concentration at half of the fitted maximal effect; on the % scale 0 is the no-effect control and ±100 the full control effect; nearly all actives have a fitted effect of over 40% in size
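Inhibition of light generation by firefly luciferase from ATP and luciferin was profiled with concentration-response curves per sample, ATP held at 10 uM within the enzyme's linear range. Plates were read by luminescence after an 8-minute ambient incubation.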
Tau filament bind – binds recombinant human tau filaments | P10636 | recombinant tau filaments, thioflavin S fluorescence, 15 h; filaments grown with octadecylsulfate alongside compound | Potency, µM (series often up to 57.1 µM), for inactives: at the highest dose activity change, negative = inhibition | 71,000 tested, 2% active;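 further: potency means the concentration at half of the fitted maximal effect; on the % scale 0 is the no-effect control and ±100 the full control effect; actives lower thioflavin S fluorescence by blocking filaments or displacing dye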
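Assay mix: 1 uM His-tagged tau, 30 uM sodium octadecylsulfate, thioflavine S dye in HEPES/NaCl/DTT buffer. Compound is added prior to the inducer. Fluorescence after 15 h at 37 C.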
ERK AVP block – inhibitors of vasopressin-stimulated ERK signaling pathway. HEK293-V1b, vasopressin-stimulated pERK AlphaScreen. Potency, µM (highest dose often 57.5 µM), inactives show at the top dose activity, negative = inhibition, hits mostly inhibitors. 72,000 tested, 0.99% active. AID 995; further: potency means the concentration at half of the fitted maximal effect; on the % scale 0 is the no-effect control and ±100 the full control effect; nearly all actives have a fitted effect of over 55% in size
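HEK293 cells stably expressing V1b receptor, seeded overnight in 1% FBS, were treated with compounds for 30 min at 37C, then stimulated 5 min with 25 nM vasopressin; phospho-ERK read by AlphaScreen SureFire after lysis.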
GFP derepression – derepresses silenced GFP locus in mouse C127i cells; mouse C127i GFP locus derepression, cytometry, 30 h; Potency, µM (highest dose often 46.1 µM), without a hit: at the top dose GFP derepression (activation); 68,000 tested, 0.09% active; further: % of control where 0% means no effect
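Derepression screen: silenced CMV-GFP reporter in murine C127i cells, 30 h compound incubation at 37 C, washed cells imaged by laser-scanning cytometer to enumerate GFP-expressing objects of 20 to 120 um.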
Ub-GFP proteasome – inhibits proteasome, raising ubiquitin-GFP reporter fluorescence | Ubiquitin-GFP reporter cells, proteasome inhibition, GFP fluorescence; response scale: untreated = 0%, 10 µM MG-132 = 100% | 67,000 tested, under 10 active | Potency, µM (highest dose often 45.9 µM), for the others: at the top dose activation (GFP accumulation), usual class: activators | AID 526; active means well fitted activation curve with a large enough effect, not every such curve was filed as active; inconclusive means small, poorly fitted or top-dose-only effect, or another doubt; inactive means no such curve, though single readings can be large or run the other way; further: potency means the concentration at half of the fitted maximal effect
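U2OS cells expressing ubiquitin(G76V)-GFP, seeded overnight in 0.5% FBS medium, then treated 4 hr at 37 C across 46 uM to 2.9 nM. GFP-positive cells counted by laser cytometry (488 ex/515 em); %activity scaled between basal and 10 uM MG-132.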
* = called active by the depositor; ? = inconclusive; . = not tested or not shown; [ ] = another dose, or the depositor's remark. Unless noted, the call rests on the fitted dose curve; in most records, active means well fitted curve in the direction sought with a large enough effect; inconclusive means small, poorly fitted or top-dose-only effect, or another doubt; inactive means no such curve, though single readings can be large; an effect the other way counts as inactive or inconclusive. Only part of the results is shown; rates above refer to the full screens.

#1 CCN(CC(=O)O)CC(=O)O
#2 O=C(NCc1cccnc1)c1c[nH]c2cc3c(cc2c1=O)OCCO3
#3 CCC(c1nnnn1C1CCCC1)N1CCN(c2ccccc2F)CC1 (centres undefined)
#4 O=c1/c(=C/c2ccccn2)sc2nc3ccccc3n12
#5 CCOc1nc(-c2ccccc2)ccc1-c1noc(COc2ccccc2)n1

compound no. | 1 | 2 | 3 | 4 | 5
DNA Pol III inh | -7.5%[11.4 µM] | -10.3% | -3.8% | 7.9%[11.4 µM] | -5.1%
15-hLO inh | 16.7%[11.4 µM] | 3.2% | 5.8% | 1.1%[11.4 µM] | 6.1%
CRE Fsk mod | 1.3%[7.6 µM] | 19.5% | 3.2% | ? | 12.0%
HADH2 inhib | 9.0%[11.4 µM] | -29.2% | 8.4% | -0.6%[11.4 µM] | ?
HBB splice mod | 3.4%[9.22 µM] | -0.4%[57.5 µM] | 2.3%[57.5 µM] | -1.8%[0.0738 µM] | -1.4%
Hsp90 Hop PPI | 2.3%[11 µM] | 0.7% | 0.8% | -3.3%[11 µM] | -10.3%
FLuc inh | 0.2%[11.4 µM] | 12.6µM* | -0.5% | 0.251µM* | -1.9%
Tau filament bind | -6.7%[11.4 µM] | 3.5% | -10.6% | 0.501µM* | -5.3%
ERK AVP block | -1.5%[11.5 µM] | -26.0% | -10.2% | -17.3% | -17.6%
GFP derepression | 0.0%[9.22 µM] | 0.8% | -2.3% | 1.5% | 5.7%
Ub-GFP proteasome | -3.2%[9.17 µM] | 0.9% | 0.0% | 11.9%[9.17 µM] | 3.6%

#6 COc1ccc(C)cc1S(=O)(=O)Nc1cccc(Cl)c1
#7 Cn1c(=O)cc(SCC(=O)NCCCN2CCOCC2)c2ccc(Cl)cc21
#8 CCOc1cccc(NC(=O)C2CC(=O)N(C)C(=Nc3cccc(F)c3)S2)c1 (centres undefined)
#9 O=C(O)c1cc2n(n1)C(C(F)(F)F)CC(c1ccco1)N2 (centres undefined)
#10 CC(=O)c1cc(Cc2csc(C(C)=O)c2)cs1

compound no. | 6 | 7 | 8 | 9 | 10
DNA Pol III inh | 1.0% | -2.3% | 0.4% | -4.7% | 7.4%
15-hLO inh | -9.1% | 5.1% | -22.9% | 2.3% | -8.0%
CRE Fsk mod | ? | 2.6% | ? | -4.8% | 7.3%
HADH2 inhib | 4.8% | 5.4% | -7.3% | -6.1% | -5.5%
HBB splice mod | 1.0% | -0.6% | -1.2% | -0.7% | 0.6%
Hsp90 Hop PPI | -3.2% | -1.9% | ? | -1.3% | 0.7%
FLuc inh | -0.9% | -0.6% | 1.7% | 1.5% | 0.6%
Tau filament bind | -9.8% | 9.6% | 18.8% | 64.7% | 11.4%
ERK AVP block | 3.0% | -13.7% | 36.5% | 14.2% | 11.5%
GFP derepression | 3.8% | 6.1% | -1.4% | 0.0% | 7.3%
Ub-GFP proteasome | -5.8% | 1.6% | 2.5% | 0.0% | -8.7%

Filtered by structure, the compounds so far containing a Cl atom
#6 COc1ccc(C)cc1S(=O)(=O)Nc1cccc(Cl)c1
#7 Cn1c(=O)cc(SCC(=O)NCCCN2CCOCC2)c2ccc(Cl)cc21

compound no. | 6 | 7
DNA Pol III inh | 1.0% | -2.3%
15-hLO inh | -9.1% | 5.1%
CRE Fsk mod | ? | 2.6%
HADH2 inhib | 4.8% | 5.4%
HBB splice mod | 1.0% | -0.6%
Hsp90 Hop PPI | -3.2% | -1.9%
FLuc inh | -0.9% | -0.6%
Tau filament bind | -9.8% | 9.6%
ERK AVP block | 3.0% | -13.7%
GFP derepression | 3.8% | 6.1%
Ub-GFP proteasome | -5.8% | 1.6%

New compounds follow.
#11 O=C(CN1C(=O)NC2(CCCC2)C1=O)Nc1nc(-c2ccc(F)cc2)cs1
#12 O=C(c1ccccc1)N(Cc1ccccc1)c1ccccn1
#13 CC(=O)OCn1nnc2ccccc2c1=O
#14 COC(=O)CSc1nsc(SCC(=O)OC)n1
#15 O=C(O)c1c(Cl)c(Cl)c(Cl)c(Cl)c1C(=O)N1CCOCC1
#16 COC(=O)Nc1ccc2c(c1)N(C(=O)CCN1CCOCC1)c1ccccc1S2

compound no. | 11 | 12 | 13 | 14 | 15 | 16
DNA Pol III inh | 2.4% | 1.7%[11.4 µM] | -1.6% | -3.5% | 2.5% | -5.6%
15-hLO inh | -20.6% | -3.2%[11.4 µM] | 8.1% | 3.0% | 10.8% | -6.7%
CRE Fsk mod | ? | ? | 7.9% | -5.2% | -5.2% | ?
HADH2 inhib | -2.0% | 7.3%[11.4 µM] | 0.5% | -28.9% | -2.8% | -4.7%
HBB splice mod | 0.3% | -0.1%[0.0738 µM] | -5.3% | -1.5% | . | -3.6%
Hsp90 Hop PPI | -0.4% | -7.2%[11 µM] | -2.5% | 9.4% | 1.4% | -9.7%
FLuc inh | -0.4% | 2.4% | 0.2% | 0.1% | -0.9% | 2.3%
Tau filament bind | 74.7% | 3.2%[11.4 µM] | 9.0% | -6.0% | -0.9% | -10.7%
ERK AVP block | -3.8% | -11.4% | -5.6% | -2.9% | -11.1% | -19.7%
GFP derepression | -2.2% | -1.5% | 1.2% | -1.2% | -1.2% | -3.7%
Ub-GFP proteasome | 4.9% | -1.4%[9.17 µM] | 6.8% | -14.4% | -3.5% | -2.7%

An excerpt of these results, with two lines to a compound.
Values in the order – DNA Pol III inh, 15-hLO inh, CRE Fsk mod, HADH2 inhib, HBB splice mod, Hsp90 Hop PPI, FLuc inh, Tau filament bind, ERK AVP block, GFP derepression, Ub-GFP proteasome
15	O=C(O)c1c(Cl)c(Cl)c(Cl)c(Cl)c1C(=O)N1CCOCC1
→ 2.5%, 10.8%, -5.2%, -2.8%, ., 1.4%, -0.9%, -0.9%, -11.1%, -1.2%, -3.5%
16	COC(=O)Nc1ccc2c(c1)N(C(=O)CCN1CCOCC1)c1ccccc1S2
→ -5.6%, -6.7%, ?, -4.7%, -3.6%, -9.7%, 2.3%, -10.7%, -19.7%, -3.7%, -2.7%
